# Yeast superoxide = yeast age-related superoxide inhibition as caloric restriction mimetic. S. cerevisiae aged cells, superoxide DHE fluorescence; stronger effect = lower value. superoxide response (% of plate mean), % at 10 µM. hit rate 0.18% among 330,000. AID 2690;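 active means superoxide response under a set limit, about three screen SD below normal, cut at about 65% in these data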;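 further: yeast aged for seven days with compound at 30 °C before DHE staining; 100% = average MFI of all compound-treated wells on the plate with controls excluded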
# proCasp7 act = counter-screen for procaspase-3 activators: activators of human procaspase-7 | recombinant procaspase-7, Ac-DEVD-pNA absorbance 405 nm; D23A/D198A/D206A triple mutant, cannot self-cleave; scale: DMSO 0, 5 µM enzyme 100 | activation, % at 8.5 µM | hit rate 0.093% among 330,000 | AID 463210;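 active means percent activation above the screen-wide mean plus 3 SD, cut at about 25% in these data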
#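 Detection: p-Nitroaniline absorbance at 405 nm, read at 0 and 120 min; system: Uncleavable procaspase-7 mutant enzyme; evaluation: % activation from two-timepoint absorbance difference, scaled to controls; times: 1 h enzyme–compound preincubation and 2 h substrate reaction, both 25 °C; buffer or medium: Zinc-free HEPES pH 7.4 with 300 mM NaCl, 0.01% Triton X-100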
# JMJD2C inh = inhibitors of human GASC-1 (JMJD2C) demethylase; Q9H3R0; hit rate 0.069% among 330,000; GST-JMJD2C(1-420) H3K9me3 demethylation, DELFIA europium; inhibition, % at 2.35 µM;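 active means more than half of a compound's replicate wells show inhibition beyond 50%, single wells judged on their own value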;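 further: signal counts dimethyl H3K9 product captured on neutravidin plate; 0% = median of DMSO wells and 100% = 0.3 times that DMSO median; strong numbers were not always called active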
# MEP2-GFP yeast = modulators of TOR pathway MEP2-GFP in S. cerevisiae; AID 2016; hit rate 0.51% among 330,000; S. cerevisiae MEP2-GFP strain, flow cytometry GFP, 3 h; 100% = DMSO control level; GFP response vs DMSO, % at 10 µM;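 active means GFP response versus DMSO above a set limit, roughly screen mean plus 3 SD, cut at about 180% in these data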;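 further: median GFP fluorescence of the barcode-gated MEP2-GFP cells per well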
# proCasp3 act = procaspase-3 (human) activation | activation, % at 8.5 µM | P42574 | AID 463141 | hit rate 0.11% among 330,000 | recombinant procaspase-3 D3A, Ac-DEVD-pNA absorbance 405 nm;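 active means activation above the mean of all tested compounds plus 3 SD, cut at about 21% in these data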;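 further: 0% = DMSO alone and 100% = DMSO wells spiked with extra 5 µM PC-3 D3A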
# Target sequence (P42574 whole entry D9A/D28A/D175A): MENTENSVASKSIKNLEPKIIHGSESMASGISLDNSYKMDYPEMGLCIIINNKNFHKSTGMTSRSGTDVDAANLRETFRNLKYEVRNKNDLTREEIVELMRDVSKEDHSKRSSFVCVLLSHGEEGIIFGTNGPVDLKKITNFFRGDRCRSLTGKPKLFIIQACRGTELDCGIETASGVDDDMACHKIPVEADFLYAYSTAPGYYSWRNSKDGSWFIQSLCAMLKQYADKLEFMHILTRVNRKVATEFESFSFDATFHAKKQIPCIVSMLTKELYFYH
#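 material = Procaspase-3 D3A mutant | probe or stimulus = Ac-DEVD-pNA | compound = single dose, 8.5 µM nominal compound, 0.8% DMSO | timing = 1 h preincubation, 2 h reaction | measured by = 405 nm absorbance of p-nitroaniline, reads at 0 and 120 min | benchmarks = DMSO-only low control, 5 µM PC-3 D3A high control | repeats = singlicate, each compound tested once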
# RPL19A TOR yeast = yeast TOR pathway RPL19A-GFP modulation | S. cerevisiae RPL19A-GFP strain, flow cytometry, 3 h; stronger effect = lower value | percent response vs DMSO, % at 10 µM | hit rate 0.3% among 330,000;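 active means percent response vs DMSO below 50%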;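 further: median channel GFP fluorescence of the barcoded RPL19A-GFP strain; ratio of sample median GFP to plate DMSO average so 100% = DMSO; lower means less RPL19A-GFP as with rapamycin TOR inhibition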
# AHR act = activates the human aryl hydrocarbon receptor; AHR-responsive luciferase reporter cells, luminescence; activation, % at 5 µM; hit rate 2.5% among 320,000; AID 2796; in the data active means activation above about 47%;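 further: 0% = vehicle wells and 100% = reference agonist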
# Target sequence (P35869 whole entry, looked up): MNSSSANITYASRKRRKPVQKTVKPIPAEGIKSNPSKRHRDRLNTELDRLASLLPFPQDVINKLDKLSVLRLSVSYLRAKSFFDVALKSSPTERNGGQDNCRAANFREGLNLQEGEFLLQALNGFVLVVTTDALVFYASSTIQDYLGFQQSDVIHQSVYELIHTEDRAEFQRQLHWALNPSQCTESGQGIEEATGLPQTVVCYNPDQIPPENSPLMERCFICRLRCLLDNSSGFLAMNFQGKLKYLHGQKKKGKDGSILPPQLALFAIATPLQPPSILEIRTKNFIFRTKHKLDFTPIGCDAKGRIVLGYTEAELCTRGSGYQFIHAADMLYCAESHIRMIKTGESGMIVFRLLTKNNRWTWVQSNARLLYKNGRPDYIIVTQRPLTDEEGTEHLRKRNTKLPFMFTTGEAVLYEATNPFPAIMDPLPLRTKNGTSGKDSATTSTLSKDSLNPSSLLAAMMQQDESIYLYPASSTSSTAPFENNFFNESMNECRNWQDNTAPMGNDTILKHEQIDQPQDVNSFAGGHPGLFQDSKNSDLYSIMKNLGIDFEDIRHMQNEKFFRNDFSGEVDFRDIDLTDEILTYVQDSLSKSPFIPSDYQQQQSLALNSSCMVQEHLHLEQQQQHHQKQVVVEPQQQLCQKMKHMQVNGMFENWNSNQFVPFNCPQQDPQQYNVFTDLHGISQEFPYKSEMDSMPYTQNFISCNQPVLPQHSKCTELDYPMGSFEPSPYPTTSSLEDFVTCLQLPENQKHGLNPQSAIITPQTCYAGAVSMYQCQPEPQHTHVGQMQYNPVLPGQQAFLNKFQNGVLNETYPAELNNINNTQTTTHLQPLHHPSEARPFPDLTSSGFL
# LAP4-GFP MLPCN = alters LAP4-GFP fluorescence in TOR pathway yeast screen. S. cerevisiae LAP4-GFP multiplex, flow cytometry GFP, 3 h; median GFP as percent of DMSO wells. AID 2023. hit rate 0.34% among 320,000. GFP response vs DMSO, % at 10 µM;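 active means GFP response vs DMSO above a set limit, about the screen mean plus 3 SD, cut at about 150% in these data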
# * = called active by the depositor; x = not tested or not shown; & = joins results of further samples; [ ] = remark or other dose.
# The line under a structure holds: Yeast superoxide	proCasp7 act	JMJD2C inh	MEP2-GFP yeast	proCasp3 act	RPL19A TOR yeast	AHR act	LAP4-GFP MLPCN
N#CC1(NC(=O)COc2ccc3oc4ccccc4c3c2)CCCCC1
    98	7	-6	105	-3	104	5	99
Cc1ccc(S(=O)(=O)N2CCC(CN3C(=O)c4cccc5cccc(c45)C3=O)CC2)cc1
    98	0	-1	97	-1	101	-8	87
CC(C)(C)c1ccc(C(=O)Cn2cnnc2C#N)cc1
    105	2	-2	96	1	97	2	91
CC1CN(CCc2ccccc2)C(C)C/C1=N/O (stereo unspecified)
    90	3	1	94	0	95	2	109
CC(=O)c1cccc(NC(=O)c2cc(-c3ccc(F)cc3)on2)c1
    118	11	-1	104	2	96	0	103
COc1cc(C(=O)Nc2ccc(C(=O)c3cccs3)cc2)cc(OC)c1OC
    94	16	-28	110	5	99	2	99
COC(=O)c1ccc2c(C)c(C(C)(C)O)[nH]c2c1
    96	2	7	94	4	92	0	96
O=C(O)CC12CSc3[nH]c(=O)sc3C1c1ccccc1OC2=O (stereo unspecified)
    111	-6	36	102	0	107	-2	103
CC1(C)C(=O)Nc2ccccc2N1C(=O)COC(=O)CSc1ccc(F)cc1
    117	0	10	94	4	99	0	104
COc1cccc(Cn2cnc3c(sc4nc(C)cc(C)c43)c2=O)c1
    104	2	-4	110	8	103	0	101
CCCCOc1ccc(/C=N/NC(=O)c2nnn(-c3nonc3N)c2C)cc1
    99	-4	4	100	-3	100	-1	103
CCOC(=O)N1CCC(n2c(SCC(=O)NCCc3ccc(S(N)(=O)=O)cc3)nc3ccccc3c2=O)CC1
    82	7	-7	96	5	98	-1	94
CS(=O)(=O)c1ccc(Sc2nc3ccccc3[nH]2)c([N+](=O)[O-])c1
    112	9	-4	114	11	91	2	97
COc1ccc(S(=O)(=O)N(CCCN2CCCC2=O)Cc2cc3c(C)ccc(C)c3[nH]c2=O)cc1
    107	-8	12&-7	112	-7	112	-5	115
CCOc1ccccc1NC(=O)c1ccc(CN2CCc3ccccc3C2)cc1
    111	9	-1	96	1	93	5	86
O=C(Oc1cccc2cccnc12)c1ccc2c(c1)OCCO2
    125	-2	-5	102	3	97	8	112
Cc1ccc2nc(-c3ccc(NC(=O)c4ccco4)cc3)[nH]c2c1
    90	-2	6	108	12	103	-11	106
CCOC(=O)CSc1nc2ccccc2n1CC(=O)N1CCN(c2ccccc2)CC1
    75	1	x	96	3	97	0	100
COc1ccc(-c2cc3c(=O)n(CC(=O)Nc4cccc(Cl)c4)ncn3n2)cc1
    90	4	12	96	6	94	-2	96
O=C(COC(=O)c1cc(S(=O)(=O)N2CCCCC2)ccc1N1CCOCC1)NCCc1ccc(F)cc1
    94	9	1	91	-1	98	-1	76

# Taken from above.
# Value of `Cc1ccc(S(=O)(=O)N2CCC(CN3C(=O)c4cccc5cccc(c45)C3=O)CC2)cc1` under AHR act: -8
# Value of `Cc1ccc2nc(-c3ccc(NC(=O)c4ccco4)cc3)[nH]c2c1` under LAP4-GFP MLPCN: 106

# The list continues.
# The line under a structure holds: Yeast superoxide	proCasp7 act	JMJD2C inh	MEP2-GFP yeast	proCasp3 act	RPL19A TOR yeast	AHR act	LAP4-GFP MLPCN
Cc1cc(C)cc(NC(=O)[C@H](NC(=O)[C@@H]2Cc3ccccc3CN2)c2ccccc2)c1
    141	-5	60	100	12	102	7	105
Nn1cnc2cc3ccccc3cc2c1=O
    84	-11	-1	96	-2	98	8	104
Cc1cc(C)n(CC2CC(=O)N(c3ccc(Cl)cc3)C2=O)n1 (stereo unspecified)
    100	4	8	93	-2	94	-1	95
CCC1CCCCN1C(=O)C(=O)c1cn(CC(=O)N(CC)CC)c2ccccc12 (stereo unspecified)
    120	11	12	106	10	105	1	104
CC(C)(C)CN1C(=O)C(=O)NC[C@H]1Cc1cccc2ccccc12
    95	7	-3	101	2	101	8	97
CCn1cc(C(=O)Nc2ccc(C)c([N+](=O)[O-])c2)cn1
    77	8	9	100	1	102	1	94
CC(C)CN(C)C(=O)CC1C(=O)NCCN1C (stereo unspecified)
    95	7	11	95	2	88	2	93
CN(CC(=O)Nc1ccccc1N1CCCC1)S(=O)(=O)c1ccc(F)cc1
    116	4	-8	99	-2	97	4	103
O=C(Cn1nc(-c2ccc(Cl)cc2)ccc1=O)NCc1ccc2c(c1)OCO2
    110	7	24	102	6	100	54*	101
COc1ccc(NS(=O)(=O)c2cccc(C(=O)NNC(=O)CN3C(=O)NC(C)(C)C3=O)c2)cc1
    102	0	1	102	10	98	1	109
O=C1/C(=C/c2cccs2)Sc2ccccc21
    112	-16	16	103	-3	102	18	100
CCC(C)C(NC(=O)C1CCC(C)CC1)C(=O)Nc1ccc(OC)cc1 (stereo unspecified)
    108	-4	3	122	1	103	-2	106
CCCCSc1nc2ccccc2[nH]1
    107	10	5	104	-2	98	1	105
COc1ccc(N2C(=O)CC(N(CCc3ccc(S(N)(=O)=O)cc3)C(=S)Nc3ccccc3)C2=O)cc1 (stereo unspecified)
    105	12	-4	100	2	101	1	98
CCCCNc1ncnc2sc3c(c12)CCN(CCC)C3
    96	2	6	113	6	106	4	103
Cc1[nH]nc2c1C(c1ccco1)C(C#N)=C(N)O2 (stereo unspecified)
    97	7	-11	102	4	106	-1	104
COC(=O)c1ccccc1NC(=O)CSc1n[nH]c(-c2ccco2)n1
    124	-10	9	112	-5	110	0	103
CCCCn1nnc(NC(=O)c2ccc([N+](=O)[O-])cc2Cl)n1
    95	8	7	92	1	96	3	103
COc1cc(C2Nc3cccc4cccc(c34)N2)ccc1O
    96	9	-4	110	-3	106	1	107
Cc1cc(C)c(C(N)=O)c(NC(=O)Nc2ccccc2)n1
    103	9	5	95	-8	90	2	90

# 3 compounds from above, arranged by the value under JMJD2C inh, rising.
Structure | JMJD2C inh | MEP2-GFP yeast | proCasp3 act | RPL19A TOR yeast | AHR act | LAP4-GFP MLPCN
CCC(C)C(NC(=O)C1CCC(C)CC1)C(=O)Nc1ccc(OC)cc1 (stereo unspecified) | 3 | 122 | 1 | 103 | -2 | 106
CCCCSc1nc2ccccc2[nH]1 | 5 | 104 | -2 | 98 | 1 | 105
O=C1/C(=C/c2cccs2)Sc2ccccc21 | 16 | 103 | -3 | 102 | 18 | 100

# (next part)
# The line under a structure holds: Yeast superoxide	proCasp7 act	JMJD2C inh	MEP2-GFP yeast	proCasp3 act	RPL19A TOR yeast	AHR act	LAP4-GFP MLPCN
C/C(=N\NC(=O)CSc1nnc(C)s1)c1ccc(Cl)cc1
    91	-3	3	96	5	100	44	86
CCOC(=O)C1CCCN(c2c(NCCc3cccc(C)c3)c(=O)c2=O)C1 (stereo unspecified)
    107	-3	5	101	-1	93	4	103
CCc1cccc(NC(=O)CCCn2nc(C)c3c(C)n(-c4ccccc4)nc3c2=O)c1
    105	6	-11	105	6	102	0	94
CCN(CC)CCOC(=O)c1ccc(NC(=S)NC(=O)/C=C/c2ccco2)cc1
    97	-3	20	95	-9	92	3	104
Cc1cc(C)n2c(SCC(=O)N(C)C3CCS(=O)(=O)C3)nnc2n1 (stereo unspecified)
    111	-2	3	103	-3	99	5	96
CC1CCN(CCc2nc3cc(NC(=O)COc4ccc(Cl)cc4)ccc3n2C)CC1
    87	4	7	105	4	103	-4	114
COc1ccc(NC(=O)CN2C(=O)C(C)Oc3ccccc32)cc1OC (stereo unspecified)
    93	-4	-3	104	-2	102	2	89
Cn1c(CCCOc2ccc(Cl)cc2Cl)nnc1SCC(=O)Nc1nccs1
    111	-3	-15	102	-5	93	2	98
COCc1nnc(NS(=O)(=O)c2ccc(Br)cc2)s1
    108	-1	-2	98	3	99	-2	98
COc1ccc(C#Cc2ccc3c(c2)c(=O)c2ccccc2n3C)cc1
    106	-39	-2	93	-24	97	91*	129
O=C(NCCc1nnc2ccc(NCc3cccnc3)nn12)c1ccccc1F
    102	-7	-2	95	11	97	0	96
CCCn1c(O)c(N=NC(=O)c2ccco2)c2ccccc21
    107	0	0	97	0	100	87*	91
Cc1cccc(CC(C)NC(=O)c2oc3c(F)cccc3c2C)n1 (stereo unspecified)
    107	6	0	97	2	101	27	88
Cc1ccc(Cl)c(Nc2ccccc2C(=O)O)c1Cl
    100&83	7&-8	-8	98&114	13&-6	99&98	-1&1	95&138
O=C(COC(=O)[C@@H]1CC(O)CN1S(=O)(=O)c1ccc2c(c1)OCCO2)Nc1ccccc1F (stereo partly specified)
    103	-2	5	113	4	97	1	111
COC(=O)c1ccc(NC(=O)CNC(=O)C2CCCCC2)c(C)c1
    112	2	5	99	-3	102	1	95
Cc1ccc2c(c1)[nH]c1c(=O)n(Cc3ccco3)cnc12
    109	8	0	96	2	98	10	111
O=c1ccc2ccc(OCCOc3cccc(Cl)c3)cc2o1
    100	13	-12	101	2	100	-6	93
CSCC[C@H](NC(=O)COc1cc2c(c3oc(=O)c(C)c(C)c13)CCC(C)(C)O2)C(=O)O
    90	10	5	105	0	103	1	94
CC(C(=O)Nc1ccc(O)cc1C(=O)O)N1C(=O)/C(=C\c2cccs2)SC1=S (stereo unspecified)
    103	-32	1	110	-17	105	3	104
CC1CCCN(CCOCCOc2ccc(Br)cc2Cl)C1 (stereo unspecified)
    102	2	-11	107	-2	103	-1	100
CCc1c(C)c2ccc(OCC(=O)NCC3CCC(C(=O)O)CC3)cc2oc1=O (stereo unspecified)
    98	12	2	102	9	97	-1	103
COc1ccc(CCNC(=O)COC(=O)/C=C/c2ccc3c(c2)OCO3)cc1OC
    108	-10	11	105	0	105	3	103
CCSc1ccccc1C(=O)N=C1NC(=O)CC2C(=O)NCCN12 (stereo unspecified)
    95	-5	-1	112	4	108	14	78
O=C(COc1ccc2c3c(c(=O)oc2c1)CCC3)N1CCCCC1
    109	14	-17	103	-1	101	2	97
O=C(Nc1ncn[nH]1)C(F)(F)C(F)F
    84	0	-1	91	-3	92	-1	87
Cc1nnc(SCCC#N)n(CCC#N)c1=O
    92	4	-3	98	-5	99	1	97
CCOC(=O)N1CCN(C(=O)/C(=C/c2cccs2)NC(=O)c2cccs2)CC1
    94	-1	-4	97	5	109	0	109
COC(=O)c1ccc2nc(-c3ccc4c(c3)OCO4)cn2c1
    87	11	-34	112	5	95	-1	108
CCOC(=O)CC(=O)Nc1ccccc1C(=O)O
    101	5	-3	96	-1	97	3	91
COC(=O)c1sccc1NC(=O)/C=C/C(=O)O
    112	-7	-12	102	8	108	3	105
CCOC(=O)C1=C(C)NC(=O)NC1c1ccc2c(c1)OCO2 (stereo unspecified)
    89	9	-3	90	-5	99	-1	98
CC(OC(=O)c1ccc(S(=O)(=O)N2CCOCC2)cc1)c1ccccc1 (stereo unspecified)
    97	1	-4	103	2	98	-3	95
C[n+]1c(/C=C/c2ccc(O)cc2)ccc2ccccc21
    92	-11	-15	120	-8	104	8	106
CCCCC(CC)CNC(=O)C(=O)c1ccccc1NC(C)=O (stereo unspecified)
    92	1	-2	191*[may fluoresce violet]	-1	41*[may fluoresce violet]	-1	92[may fluoresce violet]
COC(=O)CC1C(=O)NCCN1C(=O)CSc1nnnn1-c1ccc(Cl)cc1 (stereo unspecified)
    112	8	-1	88	4	93	1	96
CNC(=O)c1ccc(NC(=O)C2CCN(S(=O)(=O)c3cccc(C(F)(F)F)c3)CC2)cc1
    83	-7	2	98	-1	96	0	106
CCOC(=O)C1CCN(C(=O)Nc2ccc(OCc3ccccc3)cc2)CC1
    81	3	19	100	-5	101	-3	121

# High-throughput results from PubChem.
